Compound activity from PubChem.
ERK EGF inh – inhibitors of EGF-stimulated ERK signaling pathway | HEK293-V1b, EGF-stimulated phospho-ERK AlphaScreen | Potency, µM (highest dose often 11.5 µM), for inactives: top-dose activity change, negative = inhibition, most hits filed as inhibitors | hit rate 0.41% among 130,000; active = well fitted inhibition curve with a large enough effect; inconclusive = small, poorly fitted or top-dose-only effect, or effect the other way;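 note: plate controls were stimulated vehicle wells for no effect and unstimulated vehicle basal for full effect; nearly all actives have a fitted effect of over 55% in size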
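HEK293 cells stably expressing V1b receptor, serum-reduced (1% FBS) overnight, got compound for 30 min at 37C, then 25 nM EGF for 5 min. Lysate phospho-ERK read by AlphaScreen SureFire; AC50 from Hill fits.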
Starred values were filed as active, the others as inactive; ? = inconclusive; [ ] = dose if it differs, or a comment. Potency is the fitted concentration of half-maximal effect. An excerpt; rates above refer to the full screens.

SMILES | ERK EGF inh
O=C(N/N=C/c1ccccc1C(=O)O)c1cc(-c2ccc3c4c(cccc24)CC3)n[nH]1 | 2%
O=c1[nH]c2ccc(NC(=S)NCCc3ccccc3)cc2[nH]1 | -11%[57.5 µM]
CCSc1nnc(NC(=O)c2ccc(S(=O)(=O)N(C)C)cc2)s1 | 0%
CCCS(=O)(=O)C/C(N)=N/OC(=O)c1ccccc1Cl | 1%[57.5 µM]
COc1ccccc1NS(=O)(=O)c1cccc2nsnc12 | 9%[57.5 µM]
COc1ccc(S(=O)(=O)NCCSc2ccc(Cl)cc2)cc1OC | 6%
C/C(=N\NC(=S)NCc1ccccc1)c1ccc(Cl)cc1 | 3%
O=C(NC1CCCc2c1cnn2-c1ccc(F)cc1F)c1ccccn1 (stereo not drawn) | 7%
CC1(C)CC(=O)C(C(C2=C(O)CC(C)(C)CC2=O)c2ccc(Cl)c([N+](=O)[O-])c2)C(=O)C1 (stereo not drawn) | -4%
COc1ccc(N(CC(=O)O)S(=O)(=O)c2ccccc2[N+](=O)[O-])c(OC)c1 | 4%
S=c1ccss1 | 38%
CC(C)N1CCN(C2CSCCSC2)CC1CCO (stereo not drawn) | 0%[57.5 µM]
CCCN1C(=O)C2(C(C(=O)c3ccc(C)o3)=C(O)C(=O)N2CCCOC)c2ccccc21 (stereo not drawn) | 16%[57.5 µM]
Cc1ccc(/C=N/NC(=O)c2nnn(-c3nonc3N)c2CSc2ccccc2)cc1 | 6%[57.5 µM]
COCC(=O)Nc1ccc(C(=O)Nc2ccccc2Cl)cc1 | -13%
Cc1ccc(C2=NN(C(=O)c3cccs3)C(c3ccccc3O)C2)cc1 (stereo not drawn) | -3%
O=C(Cn1ccc(C(F)(F)F)n1)Nc1cccc(S(=O)(=O)N2CCCCC2)c1 | 2%
CC1=CS(=O)(=O)CC1Sc1nc(C)n[nH]1 (stereo not drawn) | 8%
CCOc1ccc2nnc(-c3ccc(Br)cc3)n2n1 | -1%
CC1CCc2c(sc(NS(=O)(=O)c3ccccc3)c2C(=O)OC(C)C)C1 (stereo not drawn) | 5%
O=C(COc1cccc(NC(=O)c2ccccc2)c1)c1ccccc1 | -5%
O=C(NNC(=O)C1CC1c1ccccc1)c1ccccc1F (stereo not drawn) | -6%
O=C(c1cnccn1)N1CCC2(CCN(Cc3nccs3)CC2)CC1 | 2%
CCCCCC(=O)Nc1cccc2ccccc12 | 5%
CCc1ccccc1Nc1nc(N)nc(CSCC(=O)Nc2ccc(C)c(C)c2)n1 | -1%
CC(=O)Nc1ccc(NS(=O)(=O)c2cc([N+](=O)[O-])ccc2C)cc1 | 2%
OCCC1CN(Cc2cccc3nonc23)CCN1Cc1ccsc1 (stereo not drawn) | 15%[57.5 µM]
Nc1ccccc1SC(C[N+](=O)[O-])c1ccccc1 (stereo not drawn) | ?
NS(=O)(=O)c1cccc(NC(=O)c2cncc(Br)c2)c1 | -15%[57.5 µM]
COc1ccc(Br)cc1C(=O)Nc1ccc(C(=O)NCC(C)C)cc1 | 10%
CCC(=O)Nc1cc(=O)[nH]c2nc(-c3ccc(Cl)cc3)nn12 | 3%[57.5 µM]
Cc1ccc(-c2sc(-c3ccccc3)nc2CC(=O)Nc2ccccc2F)cc1 | -7%
O=C(Cn1ncc2c(=O)oc3ccccc3c21)N(Cc1ccco1)C1CCCCC1 | 3%
CC(=O)Nc1sc(C)c(C)c1C(=O)OC(C)C | 18%
Cc1nn(C)cc1C(C(=O)NC1CCCCC1)N(Cc1ccc(F)cc1)C(=O)c1cnccn1 (stereo not drawn) | -1%
COc1ccc(CNC(=O)N[C@@H](CC(C)C)C(=O)O)cc1OC | -7%[57.5 µM]

Arranged by SMILES length (rising): some entries from above
SMILES | ERK EGF inh
S=c1ccss1 | 38%
CCCCCC(=O)Nc1cccc2ccccc12 | 5%
CC(C)N1CCN(C2CSCCSC2)CC1CCO (stereo not drawn) | 0%[57.5 µM]
CC1=CS(=O)(=O)CC1Sc1nc(C)n[nH]1 (stereo not drawn) | 8%
COc1ccccc1NS(=O)(=O)c1cccc2nsnc12 | 9%[57.5 µM]
Nc1ccccc1SC(C[N+](=O)[O-])c1ccccc1 (stereo not drawn) | ?
COCC(=O)Nc1ccc(C(=O)Nc2ccccc2Cl)cc1 | -13%
C/C(=N\NC(=S)NCc1ccccc1)c1ccc(Cl)cc1 | 3%
CCCS(=O)(=O)C/C(N)=N/OC(=O)c1ccccc1Cl | 1%[57.5 µM]
NS(=O)(=O)c1cccc(NC(=O)c2cncc(Br)c2)c1 | -15%[57.5 µM]
O=C(COc1cccc(NC(=O)c2ccccc2)c1)c1ccccc1 | -5%
O=C(c1cnccn1)N1CCC2(CCN(Cc3nccs3)CC2)CC1 | 2%
COc1ccc(Br)cc1C(=O)Nc1ccc(C(=O)NCC(C)C)cc1 | 10%
CCC(=O)Nc1cc(=O)[nH]c2nc(-c3ccc(Cl)cc3)nn12 | 3%[57.5 µM]
Cc1ccc(C2=NN(C(=O)c3cccs3)C(c3ccccc3O)C2)cc1 (stereo not drawn) | -3%
Cc1ccc(-c2sc(-c3ccccc3)nc2CC(=O)Nc2ccccc2F)cc1 | -7%
CC1CCc2c(sc(NS(=O)(=O)c3ccccc3)c2C(=O)OC(C)C)C1 (stereo not drawn) | 5%
O=C(Cn1ncc2c(=O)oc3ccccc3c21)N(Cc1ccco1)C1CCCCC1 | 3%
Cc1ccc(/C=N/NC(=O)c2nnn(-c3nonc3N)c2CSc2ccccc2)cc1 | 6%[57.5 µM]
O=C(Cn1ccc(C(F)(F)F)n1)Nc1cccc(S(=O)(=O)N2CCCCC2)c1 | 2%
COc1ccc(N(CC(=O)O)S(=O)(=O)c2ccccc2[N+](=O)[O-])c(OC)c1 | 4%
Cc1nn(C)cc1C(C(=O)NC1CCCCC1)N(Cc1ccc(F)cc1)C(=O)c1cnccn1 (stereo not drawn) | -1%
CCCN1C(=O)C2(C(C(=O)c3ccc(C)o3)=C(O)C(=O)N2CCCOC)c2ccccc21 (stereo not drawn) | 16%[57.5 µM]
CC1(C)CC(=O)C(C(C2=C(O)CC(C)(C)CC2=O)c2ccc(Cl)c([N+](=O)[O-])c2)C(=O)C1 (stereo not drawn) | -4%

The list continues:
SMILES | ERK EGF inh
COc1ccc(-c2[nH]ncc2CN2CCCO2)c(F)c1 | -6%
Cc1ccc(-c2ccc(/C=C(\C#N)C(N)=S)n2C)cc1 | ?
CC(=O)NC(Cc1ccccc1)C(=O)OCC(=O)c1ccc(F)cc1 (stereo not drawn) | 2%
Cc1cccc(C)c1OCCNC(=O)OCc1ccccc1 | -11%
S=C1CCC(c2ccc(Br)cc2)=NN1c1ccccc1 | -3%[57.5 µM]
O=C(Nc1ccccc1N1CCOCC1)c1cc(Br)c(Br)s1 | 1%
CCCn1cc(CN2CCCC(C(=O)c3cccc(OC(C)C)c3)C2)c(C)n1 (stereo not drawn) | -7%
COc1ccc(C(=O)NCc2ccc3c(c2)cc(C)n3C)cc1OC | -8%
COc1ccc(C(=O)Nc2ccc(S(=O)(=O)Nc3onc(C)c3C)cc2)c(OC)c1 | -2%
Cc1ccccc1COc1ccc2oc(C)c(C(=O)O)c2c1 | -4%[57.5 µM]
COCCNC(=O)C(c1cccc(OC)c1)N(Cc1cccs1)C(=O)Cn1nnc2ccccc21 (stereo not drawn) | 5%
C[C@@H](C(=O)N1CCN(C(=O)OC(C)(C)C)CC1)n1cc(-c2cn([C@@H](C)C(=O)N3CCN(C(=O)OC(C)(C)C)CC3)nn2)nn1 | 10%[57.5 µM]
CCOC(=O)Cn1nc(C)c([N+](=O)[O-])c1C | 0%
Cc1ccc(CSCCNC(=O)c2ccc(C)cc2)cc1 | -17%
CCNC(=O)CC1C(=O)N(c2ccc(F)cc2)C(=S)N1CCc1ccncc1 (stereo not drawn) | -1%
Cc1c(Cl)cnc(NC(=O)COC(=O)c2ccc(S(=O)(=O)NCc3ccco3)cc2)c1Cl | 2%
Cn1nnnc1SCC(=O)NCc1cc([N+](=O)[O-])ccc1O | 4%
O=C(COC(=O)C1CC(=O)N(Cc2ccccc2)C1)Nc1ccccc1F (stereo not drawn) | 26%
CCCCCCCCCC(=O)NNC(=O)c1c(O)c2ccccc2n(CC)c1=O | 2%
O=C(Oc1ccc(N(Cc2cccs2)C2=NS(=O)(=O)c3ccccc32)cc1)c1ccccc1Cl | -5%
CCCCC(CC)CNC(=O)C(=O)c1ccccc1NC(C)=O (stereo not drawn) | -6%
O=C(CSc1nc2nc3c(cc2c(=O)n1-c1ccccc1)CCCC3)Nc1ccccc1 | 7%
CC(=O)/C(N=Nc1cccc(C(F)(F)F)c1)=C(\C)O | 7%
CCCn1c(-c2ccc(F)cc2)nc2c(NCCN(C)C)nc(C)nc21 | -4%
COc1ccc(CNC(=O)CCN2C(=O)c3ccncc3C2=O)cc1OC | -3%[57.5 µM]
COc1ccc(/C=N/NC(=O)C(C)n2cnc3ccccc3c2=O)cc1 (stereo not drawn) | 9%
CCc1ccccc1NC(=S)N(CCN(C)C)C(C)c1cccnc1 (stereo not drawn) | -6%
CCc1ccc(CN2C(=O)c3ccccc3C2C(=O)NCc2cccnc2)cc1 (stereo not drawn) | -1%
Cc1ccc(Nc2nc(C(=O)NCC3CCCO3)cs2)cc1 (stereo not drawn) | 6%[57.5 µM]
Cc1ccccc1C(OCCN(C)C)C1CCCCC1 (stereo not drawn) | -1%
CCCOc1cccc(NC(=O)OC2CCN(C)CC2)c1 | 7%
CCCCC[C@H](O)/C=C/[C@@H]1[C@@H](CCCCCCC(=O)O)[C@@H](O)C[C@H]1O | 1%[57.5 µM]
COc1cc(-c2nc3ccccn3c2/N=C/c2cccc(OC)c2O)ccc1O | 0%
C=CCN1C(=O)C(CC(=O)Nc2ccccc2)N(Cc2ccccn2)C1=S (stereo not drawn) | 1%
NC(=O)Cc1ccc(C(=O)c2ccccc2)s1 | -6%
O=C(CSCc1nc2c(nnn2Cc2ccc(F)cc2)c(=O)[nH]1)Nc1cccc(C(F)(F)F)c1 | -1%
CC1(C)Oc2ccc3ccc(=O)oc3c2C[C@H]1O | 9%[57.5 µM]
C=CCNC(=O)/C(=C/c1cccc([N+](=O)[O-])c1)NC(=O)c1ccco1 | -9%
CC(C)N1CCN(Cc2ccc(OCc3ccccc3)cc2)CC1CCO (stereo not drawn) | ?
CC(NCc1ccc(OCc2ccc(Cl)cc2)cc1)C(O)c1ccccc1 (stereo not drawn) | ?
O=C(c1cnc2ccc(Cl)cc2c1Cl)N1CCOCC1 | -3%
Cc1cs/c(=N\N=C\c2ccc(O)cc2)n1Cc1ccco1 | 10%
Cc1ccc(N2CCCn3c2cc(C)c(C#N)c3=O)cc1C | 3%
CCSc1nc(CC)c2c(c1C#N)CCCC2 | -14%
Cc1ccc(OCCn2cccn2)c(C)c1 | -9%
O=C(NNC(=S)NC1CCCCC1)c1ccccc1Cl | -12%
COc1ccccc1N1C(=O)C2ON(c3ccccc3)C(c3ccc(N(C)C)cc3)C2C1=O (stereo not drawn) | -3%
COc1ccc(/C(C)=N/OC/C(O)=C(\C#N)c2nc3ccccc3[nH]2)c(OC)c1 | 2%
N#C/C(=C(/O)c1ccc([N+](=O)[O-])cc1)c1nnc2n1CCCCC2 | 0%
COc1cc(C(=O)NC(=S)Nc2ccc([N+](=O)[O-])cc2C)cc(OC)c1OC | -1%
Cc1nn(-c2ccccc2)c(N2CCCC2)c1/C=N/NC(=O)c1cc(-c2ccccc2)nc2ccccc12 | 31%
COc1ccc(-n2c(C)cc(C(=O)CN3CCC(C)CC3)c2C)cc1 | -2%
O=C(Cc1cnc2ncnn2c1)N1CCc2c([nH]c3ccccc23)C1c1ccccn1 (stereo not drawn) | -13%
Cc1ccc(C(=O)NC(=S)NCc2cccnc2)cc1 | -4%
O=c1c2cc3c(nc2[nH]c(=S)n1-c1ccccc1)CCCC3 | 6%[57.5 µM]
CCn1c(/C=C/c2c(C)n(CC)c3ccccc23)nc2ccccc2c1=O | -2%
CCOC(=O)c1c(-c2ccc(C)cc2)csc1NC(=O)c1ccc(N2C(=O)CCC2=O)cc1 | 1%
N#C/C(=C\c1cn(Cc2ccccc2F)c2ccccc12)C(=O)NCc1ccco1 | 2%
CC(=O)c1cc(C#N)c(N(C)Cc2ccccc2)nc1C | -4%
CCC(CC)Nc1ccc(C(CC(N)=O)NC(=O)Cc2ccc(Br)cc2)cc1[N+](=O)[O-] (stereo not drawn) | -10%[57.5 µM]

More structures.
SMILES | ERK EGF inh
CCC(C)NC(=O)CCC(=O)NNc1nc2ccccc2c2nc(C)nn12 (stereo not drawn) | -3%
O=C(O)CCCC(=O)Nc1ccc(-n2ccc(C(F)(F)F)n2)cc1 | -11%[57.5 µM]
CCCCc1c(C)nc2cc(-c3ccco3)[nH]n2c1=O | -4%[57.5 µM]
CN(c1ccccc1C(N)=O)S(=O)(=O)c1ccccc1 | 3%
N#Cc1c(N2CCOCC2)nsc1-c1ccccc1 | -4%[57.5 µM]
C[C@@]12C(=O)OC(=O)[C@]1(C)[C@H]1CC[C@@H]2O1 | ?
Cc1cc(C)n(CCCN2C(=O)c3cccc4cccc(c34)C2=O)n1 | -10%
Cn1c(=O)cc(OCCCC(=O)NCc2cccnc2)c2ccccc21 | 0%
COc1ccc(C(=O)C2CCCN(C(=O)CCc3scnc3C)C2)c(C)c1 (stereo not drawn) | -9%
